Source: PubChem
CFTR F508del cor – F508del CFTR correction, initial screen, CFBE line, single point; CFBE cells, YFP halide quenching; stimulated with forskolin plus potentiator P3; % fluorescence drop versus neutral controls; activity (quench increase), % at 7.58 µM; 350,000 tested, 0.36% active; AID 720511, 2013;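 active = mean added fluorescence quench of at least 8% versus neutral control, with both replicates also reaching 8%; inconclusive = only one of the mean or replicate conditions met; inactive = mean below 8% and not both replicates reaching 8%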;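 note: cells transiently co-express mutant CFTR-F508del with the halide-sensitive YFP; corrector assay measuring rescue of mutant channel to the surface after 24 h compound exposure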
DENV2 CPE – inhibitors of DENV2 cytopathic effect, primary screen, cell-based, plate reader, single concentration; CPE inhibition, % at 9.99 µM; DENV2-infected cells, cytopathic effect rescue; 350,000 tested, 1.7% active; in the data active = CPE inhibition above about 20%, passing the limit was not always enough; inconclusive = no clear call, values can overlap the other calls; tested in BHK-21 cells;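 note: 0% = median of neutral control wells and 100% = median of positive control wells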
miR122 inh – miR-122 Renilla sensor signal increase in Huh7, primary screen, miR-122 inhibitor project, cell-based, single point, plate reader. Huh7 miR-122 Renilla luciferase sensor, 48 h; neutral wells = 0, positive control = 100. activation (reporter increase), % at 12.5 µM. 340,000 tested, 0.3% active. AID 602342, 2012;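 active = mean replicate activation score at least 90 and every replicate individually at or above 90; inconclusive = only one of the two criteria met; inactive = neither criterion met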;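 note: higher luciferase means less miR-122 activity so hits act as miR-122 inhibitors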
EWS-Fli inh – EWS/Fli-driven NR0B1 reporter inhibitors, primary screen, A673 cells, NR0B1 luciferase, luminescence, MLPCN library; viability-normalised; 350,000 tested, 0.67% active; inhibition, % at 12.6 µM;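 active = mean inhibition of at least 50% after viability correction, with every replicate also passing that limit; inconclusive = mean reaches 50% but only one of two replicates passes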;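 note: firefly luciferase signal divided by Alamar Blue viability fluorescence both relative to DMSO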
PAX8 inh HTS – inhibitors of PAX8-driven TPO luciferase reporter, primary screen, RMG-I cells, single concentration | SteadyGlo, 24 h | inhibition, % at 12.6 µM | 360,000 tested, 1.2% active;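 active = mean replicate inhibition at least 60% with every replicate also reaching 60%; inconclusive = only one of the two criteria is met; inactive = mean below 60% and not all replicates reaching 60%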;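 note: luciferase light reporting Pax8 driven TPO promoter activity; plate controls were median of neutral control wells for no effect and mitoxantrone controls for full effect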
FN deposition inh – inhibitors of fibronectin matrix deposition, primary screen, AH1F cells, Alexa488-fibronectin fluorescence, plate reader; AH1F fibroblasts, overnight; inhibition, % at 12.6 µM; 350,000 tested, 0.086% active; AID 743247, 2014;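 active = mean inhibition across replicates of 30% or more, regardless of how many single replicates reach that level; inconclusive = mean under 30% yet at least half of replicates reach 30%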;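 note: positive control wells lacked labelled fibronectin entirely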
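Assay system: AH1F fibroblasts / Quantity: 10000 cells per well / Medium: DMEM plus 2% serum, read in PBS / Reagent: labelled fibronectin 24 nM / Dosing: single dose, pinned / Times: 1 h cell attachment, overnight exposure to compound and label / Signal: fluorescence, ex 485 nm, em 525 nm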
INS-1E GSIS act – GLuc luminescence reporter in INS-1E cells, primary screen for activators of glucose-dependent secretion of insulin | 370,000 tested, 0.61% active | INS-1E GLuc reporter insulin secretion, 2-3 h | activation, % at 16.6 µM;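 active = lowest replicate activation of at least 40%, so every replicate reaches that level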;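 note: 0% = median of neutral control wells and 100% = median of IBMX positive control wells; some compounds called inactive have numbers as strong as hits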
* = called active by the depositor; ? = inconclusive; . = no result given; [ ] = remark or other dose.

SMILES	CFTR F508del cor	DENV2 CPE	miR122 inh	EWS-Fli inh	PAX8 inh HTS	FN deposition inh	INS-1E GSIS act
COc1ccc(-c2sc3ccc(N4CCOCC4)cc3c2C#CCCO)cc1	0.5	-5	-8	13	65*	-12	.
O=[N+]([O-])c1ccc(Cl)cc1Sc1nc2ccccc2o1	3.1	3	-4	12	.	.	12
CCNC(=O)CC1C(=O)N(c2ccc(F)cc2)C(=O)N1Cc1ccccn1 (configuration not stated)	.	.	-2	.	.	-6	22
NC(=O)c1ncn([C@@H]2O[C@H](C(=O)Nc3ccc(C(=O)N4CCCCC4)cc3)[C@@H](O)[C@H]2O)n1	-2.5	?	.	3	-4	6	-15
O=C(CCC(=O)NNC(=O)COc1ccc(Br)cc1Br)NCc1ccccc1	-2.5	2	-2	4	-10	-10	5
CC(C)Oc1cc(NC(=O)CSCC(=O)Nc2cccc(C(F)(F)F)c2)c(Cl)cc1Cl	.	-5	2	.	.	.	-25
CC(C)c1ccccc1NC(=S)NCc1ccccc1F	6.4	-1	.	7	6	-1	12
CN(CC(=O)N1CCN(c2ccc(F)cc2)CC1)S(=O)(=O)c1ccc2c(c1)c(=O)n(C)c(=O)n2C	1.9	6	.	-1	5	.	2
O=C(c1ccncc1)N1CC[C@@H]2[C@H]1c1cc(Br)ccc1N[C@@H]2CO	1.8	-10	2[16.7 µM]	34	13	-13	14
CC(C)NC(=O)NCC[C@H]1CC[C@@H](NS(=O)(=O)c2ccccc2)[C@@H](CO)O1	-1.2	-7	.	8	.	.	-7
O=C(CN1CCN(C/C=C/c2ccccc2)CC1)NC(=O)NC1CCCCC1	0.0	19	.	10	-9	9	-12
CCC1(c2ccccc2)NC(=O)N(CC(=O)NC2CCCC2)C1=O (configuration not stated)	-1.1	13	.	-6	-12	-1	23
C=CCNc1nc2cc(-c3cccc(Cl)c3)sc2c(=O)n1C	1.0	-1	11	-14	-24	1	17
O=C(CN1C(=O)C2CCCCC2C1=O)NC1CCCc2ccccc21 (configuration not stated)	5.7	5	-1	-3	-16	3	27
Cc1cc(C)c(OCC(=O)OCC(=O)N2c3ccccc3CC2C)c(C)c1 (configuration not stated)	-0.9	3	1	0	4	4	13
N#Cc1ccc(COC(=O)CC(NC(N)=O)c2ccc(Cl)cc2)cc1 (configuration not stated)	-0.2	2	.	-1	10	4	-8
O=C(Nc1ccccc1Cl)N1C[C@@H]2[C@H](c3ccccc31)[C@H](CO)N2C(=O)c1cccnc1	-2.2	1	-2[16.7 µM]	-7	-15	-3	14
C[C@@H]1CN([C@@H](C)CO)C(=O)c2cc(NC(=O)Nc3ccc(C(F)(F)F)cc3)ccc2O[C@@H](C)CCCCO[C@H]1CN(C)Cc1ccc(Cl)c(Cl)c1	-0.2	24*	1[16.7 µM]	-4	93*	.	18
C/C=C/c1ccc([C@H]2[C@@H](CO)N(S(=O)(=O)CC)[C@@H]2CN(C)C(=O)CC)cc1	4.4	?	.	-2	.	-1	-5
CN1C(=O)c2cc(NC(=O)c3ccc(F)cc3)ccc2OC[C@H]2O[C@H](CC(=O)O)CC[C@@H]21	-1.6	-3	-4[16.7 µM]	1	6	-6	-2
C=CCNC1=C(Cl)C(=O)N(c2ccccc2Cl)C1=O	2.5	-6	2	4	.	.	15
CC(=O)N1CCN(S(=O)(=O)c2cccc(C(=O)Nc3ccccc3N3CCOCC3)c2)CC1	0.4	-7	.	7	-10	.	6
O=C(CSc1nnc(-c2ccccc2F)n1C1CC1)NC(=O)c1cccc([N+](=O)[O-])c1	-1.1	5	-4	0	28	3	-4
O=C(O)C1CSC(c2ccco2)N1 (configuration not stated)	-1.6	-3	.	-10	2	-6	1
CCOc1ccc(OCc2cccc(C(=O)N3CCCCCC3)c2)cc1	.	1	.	?	35	4	-17

Random excerpt: 6 compounds from above
SMILES	CFTR F508del cor	DENV2 CPE	miR122 inh	EWS-Fli inh	PAX8 inh HTS	FN deposition inh	INS-1E GSIS act
O=C(CN1CCN(C/C=C/c2ccccc2)CC1)NC(=O)NC1CCCCC1	0.0	19	.	10	-9	9	-12
O=C(Nc1ccccc1Cl)N1C[C@@H]2[C@H](c3ccccc31)[C@H](CO)N2C(=O)c1cccnc1	-2.2	1	-2[16.7 µM]	-7	-15	-3	14
C=CCNc1nc2cc(-c3cccc(Cl)c3)sc2c(=O)n1C	1.0	-1	11	-14	-24	1	17
N#Cc1ccc(COC(=O)CC(NC(N)=O)c2ccc(Cl)cc2)cc1 (configuration not stated)	-0.2	2	.	-1	10	4	-8
O=C(CCC(=O)NNC(=O)COc1ccc(Br)cc1Br)NCc1ccccc1	-2.5	2	-2	4	-10	-10	5
O=C(CN1C(=O)C2CCCCC2C1=O)NC1CCCc2ccccc21 (configuration not stated)	5.7	5	-1	-3	-16	3	27

Later entries:
SMILES	CFTR F508del cor	DENV2 CPE	miR122 inh	EWS-Fli inh	PAX8 inh HTS	FN deposition inh	INS-1E GSIS act
COC(=O)Cc1[nH]nc2c1C(c1ccc(O)c(OC)c1)C(C#N)=C(N)O2 (configuration not stated)	0.2	-6	-1	1	-24	7	-5
Cc1noc(C)c1C(=O)OCC(=O)Nc1ccc(C(N)=O)cc1	-2.9	0	-11	2	-4	-2	2
Cc1ccc(S(=O)(=O)Nc2ncnc3sccc23)cc1C	-1.8	15	17	4	2	-1	.
Cc1cc(C(=O)Nc2cccc3c2O[C@H](CN(C)Cc2ccc(Oc4ccccc4)cc2)[C@@H](C)CN([C@@H](C)CO)C3=O)n(C)n1	3.4	.	-1[16.7 µM]	-19	68*	.	-16
O=C(C[C@@H]1C=C[C@@H](NC(=O)Nc2ccccc2)[C@H](CO)O1)NCc1cccc(F)c1	1.8	-2	.	5	20	.	12
CCc1nnc(NS(=O)(=O)c2ccc(NCc3ccccc3O)cc2)s1	-3.0	2	-5	5	11	3	7
Cc1ccc(N(CC(=O)Nc2ccc(Br)c(C)c2)S(=O)(=O)c2c(C)[nH]c(=O)[nH]c2=O)cc1	1.0	1	-1	.	-5	-11	-24
COc1ccc(NS(=O)(=O)c2ccc3oc(SCc4ccc(F)cc4)nc3c2)cc1	.	3	20	12	3	-3	-9
COc1ccc(-c2noc(CCC(=O)NCc3cccnc3)n2)cc1	.	.	1	.	.	13	-9
O=C(CSc1nnc(-c2ccncc2)o1)Nc1ccccc1C(F)(F)F	-1.7	-3	-3	-4	-4	.	8
Cc1ccc(S(=O)(=O)N2CCCc3nc(-c4ccc(F)cc4)ccc32)cc1	0.4	-5	.	-1	37	1	.
Nc1nccc(/C=C/c2ccc(Cl)cc2)n1	0.4	-6	-12	-83	-159	-4	-9
CC(Cc1ccccc1)C(=O)NCc1ccccn1 (configuration not stated)	0.6	?	5	-30	6	6	3
Cc1cccc(NC(=O)CNC(=O)CSc2nnc(C(F)(F)F)n2C)c1C	2.5	-9	-6	1	-2	6	19
CC1CN(C2CCN(S(=O)(=O)c3ccc(F)cc3)CC2)CC(C)O1 (configuration not stated)	.	.	-2	.	7	10	.
CC1CN(C(=S)Nc2ccc(Br)cc2)CC(C)O1 (configuration not stated)	0.7	1	.	0	-15	-1	-2
CC(C)(C)c1csc(NC(=O)c2c(F)c(F)c(F)c(F)c2F)n1	-0.9	0	.	15	-7	6	-53
COc1cccc(COC(=O)C2CC(=O)N(Cc3ccc(C)cc3)C2)c1OC (configuration not stated)	0.5	?	.	-1	-12	-7	0
Cc1ccccc1S(=O)(=O)Nc1ncnc2scc(-c3ccccc3)c12	.	.	-10	.	4	-7	-1
CC(C)NC(=O)Nc1ccc2c(c1)CC(=O)N([C@@H](C)CO)C[C@@H](C)[C@H](CN(C)S(=O)(=O)c1ccc(F)cc1)O2	3.0	45*	-4[16.7 µM]	2	-5	.	5
O=C1Nc2ccccc2OCc2c1cccc2[N+](=O)[O-]	-1.4	0	.	-3	-12	-6	.
COc1ccc(OC)c(CN2CCN(C(=O)CCNC(=O)c3ccc(Br)cc3)CC2)c1	-2.8	-11	.	1	30	5	7
COc1ccc(C(O)P(=O)(OCCC(C)C)c2ccc(N(C)C)cc2)cc1OC (configuration not stated)	0.4	2	.	-6	1	3	18
O=C(CSc1ccccc1F)NCC1(N2CCCCC2)CCCCC1	-0.2	-4	2	-8	-12	5	8
CCOc1ccc(CC(=O)NCc2cn3c(C)csc3n2)cc1	-1.3	-5	.	3	17	1	.

Shown in markdown: entries from further up
| SMILES | CFTR F508del cor | DENV2 CPE | miR122 inh | EWS-Fli inh | PAX8 inh HTS | FN deposition inh | INS-1E GSIS act |
| --- | --- | --- | --- | --- | --- | --- | --- |
| COc1ccc(NS(=O)(=O)c2ccc3oc(SCc4ccc(F)cc4)nc3c2)cc1 | . | 3 | 20 | 12 | 3 | -3 | -9 |
| COc1ccc(-c2noc(CCC(=O)NCc3cccnc3)n2)cc1 | . | . | 1 | . | . | 13 | -9 |
| O=C(CSc1nnc(-c2ccncc2)o1)Nc1ccccc1C(F)(F)F | -1.7 | -3 | -3 | -4 | -4 | . | 8 |
| Cc1ccc(S(=O)(=O)N2CCCc3nc(-c4ccc(F)cc4)ccc32)cc1 | 0.4 | -5 | . | -1 | 37 | 1 | . |
| Nc1nccc(/C=C/c2ccc(Cl)cc2)n1 | 0.4 | -6 | -12 | -83 | -159 | -4 | -9 |
| CC(Cc1ccccc1)C(=O)NCc1ccccn1 (configuration not stated) | 0.6 | ? | 5 | -30 | 6 | 6 | 3 |
| Cc1cccc(NC(=O)CNC(=O)CSc2nnc(C(F)(F)F)n2C)c1C | 2.5 | -9 | -6 | 1 | -2 | 6 | 19 |

Following part.
SMILES	CFTR F508del cor	DENV2 CPE	miR122 inh	EWS-Fli inh	PAX8 inh HTS	FN deposition inh	INS-1E GSIS act
O=C1C(Cl)=C(N2CCOCC2)C(=O)N1c1cccc(Cl)c1	.	.	-1	.	.	-4	45*
CC(C)(C)NC(=O)CSc1nc(-c2ccccc2)c(-c2ccccc2)[nH]1	.	.	5	.	.	-11	-40
C[C@@H]1CN([C@@H](C)CO)C(=O)c2cccc(NS(=O)(=O)c3cn(C)cn3)c2O[C@@H]1CN(C)C(=O)Nc1ccc(F)cc1	-1.0	19	3[16.7 µM]	10	9	-7	7
CCNC(=O)[C@@H]1[C@@H](CO)[C@@H]2Cn3c(ccc(-c4ccccc4)c3=O)[C@H]1N2C(=O)C1CC1	-1.8	7	0[16.7 µM]	-10	1	.	3
C/C(N)=C(/C#N)C(=O)COC(=O)c1cc(-c2cccc3ccccc23)nc2ccccc12	.	.	.	.	2	3	-4
Cc1cccc(NC(=O)CNC(=O)c2ccc3c(c2)OCO3)n1	0.6	-1	0	-11	-25	5	18
CCOc1cccc(-c2cc(C(=O)N/N=C/c3ccc(OC)c(CN4CCOCC4)c3)c3ccccc3n2)c1	.	.	.	.	-3	-2	-2
Cc1noc(C)c1S(=O)(=O)Nc1ccc2c(c1)C(=O)N([C@@H](C)CO)C[C@@H](C)[C@@H](CN(C)C(=O)Nc1cccc3ccccc13)OCCCC[C@@H](C)O2	2.1	15	-14[16.7 µM]	-9	28	-18	-10
CC(Oc1ccc(Cl)cc1)C(=O)Nc1ccc(S(=O)(=O)N2CCOCC2)cc1 (configuration not stated)	-0.7	9	0	5	8	3	-15
COc1ccccc1NC(=O)CCc1nc2sc3c(c2c(=O)[nH]1)CCCC3	5.3	13	.	5	-6	-1	-9
CCc1ccc(NC(=O)Cn2cnc3c(=O)n(C)c(=O)n(C)c32)cc1	1.6	.	.	4	16	.	2
CC(C)NC(=O)Nc1cccc2c1O[C@H](CN(C)C(=O)Nc1ccc3c(c1)OCO3)[C@@H](C)CN([C@H](C)CO)C2=O	-1.8	9	-3[16.7 µM]	-3	.	.	-4
Cc1csc(NC(=O)CSc2nc3ccccc3s2)n1	.	.	5	.	-18	8	.
